aSyn tox rescue = qHTS of alpha-syn Inhibitors: NCGC Sytravon Library Screen | S. cerevisiae alpha-synuclein toxicity rescue, BacTiter-Glo growth, 24 h | Potency, µM (top dose mostly 46.1 µM), inactives show at the highest dose growth rescue (activation), actives largely listed as activators | 94,000 compounds, 0.02% hits; active means well fitted activation curve with a large enough effect; further: 0% is about no effect
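Growth restoration measured by BacTiter-Glo luminescence after 24 hr at 30 deg C; alpha-synuclein yeast, raffinose-pregrown to mid-log, were added at OD600=0.02 in galactose medium onto pinned compounds.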
Active calls of the source: *; [ ] = dose if it differs, or a comment. Potency means the concentration at half of the fitted maximal effect. Only part of the results is shown; the hit share may differ from the screen's.

# | canonical_smiles | aSyn tox rescue
1 | COc1ccc(OC)c(CNC(=O)CCS(=O)(=O)c2ccc3c(c2)oc(=O)n3C)c1 | -1%
2 | CCCCOc1ccc(Cn2c(=O)sc3ccccc32)cc1 | -13%
3 | CCCCc1nc2ccccc2c(N)c1CCC (tested in a mixture with another compound) | -3%
4 | O=C(CSc1nnc2n1CCCN2)c1ccc([N+](=O)[O-])cc1 | 3%
5 | Cc1cccc(OCCn2c(SCC(N)=O)nc3ccccc32)c1 | 0%
6 | COc1ccc(CNC(=O)CCC2N=C3c4ccccc4N=C(SCc4ccc(F)cc4)N3C2=O)cc1 (stereo unspecified) | 1%
7 | Cc1c(N)cc(N)cc1C(=O)O | 3%
8 | C[C@@H](O)C#Cc1ccc2c(c1)O[C@H](CN(C)C(=O)Nc1ccccc1)[C@@H](C)CN([C@@H](C)CO)S2(=O)=O | 5%
9 | COc1ccc(-c2noc(N3CCC(C(=O)NCc4ccc(F)cc4)CC3)n2)cc1 | 2%
10 | COc1ccc(C(=O)CCN2CCN(c3ccccc3OC)CC2)cc1 | -10%
11 | COc1ccc(C(=O)COC(=O)CCn2c(C)csc2=O)c(OC)c1 | 3%
12 | C=CCNC(=O)c1ccccc1NC(=O)Cc1ccccc1[N+](=O)[O-] | 11%
13 | CCOc1ccc(CNC(=O)CSc2nnc(C)c3c(C)n(-c4ccc(Cl)cc4)nc23)cc1 | -7%
14 | COc1ccc(CNC(=O)CN(C)Cc2ccccc2F)cc1OC | 0%
15 | Cc1cccc(NC(=O)CSc2nc(-c3cccs3)cc(C(F)(F)F)c2C#N)c1 | 4%
16 | C[C@@H]1CN([C@@H](C)CO)S(=O)(=O)c2ccc(Br)cc2O[C@H]1CN(C)Cc1ccccc1F | -4%
17 | O=C(Nc1ccccc1N1CCOCC1)c1ccc(N2CCOCC2)c([N+](=O)[O-])c1 | 4%
18 | COc1ccc(CCCc2nnc(SCC(=O)NN)o2)cc1 | -3%
19 | O=C(CS(=O)(=O)c1cn(Cc2ccc(F)cc2)c2ccccc12)N1CCOCC1 | -1%
20 | COc1ccc(C)cc1NC(=O)C(=O)NCCc1csc(-c2ccc(C)cc2)n1 | 4%
21 | CC(C)(C)c1ccc(OCCC(=O)Nc2cccc(S(=O)(=O)N3CCCCC3)c2)cc1 | 3%
22 | CN(CC(=O)Nc1ccccc1Sc1ccccc1)Cc1nc2ccccc2c(=O)[nH]1 | 3%
23 | CCCNC(=O)N(C)C[C@@H]1Oc2ncc(-c3ccncc3)cc2C(=O)N([C@H](C)CO)C[C@@H]1C | -5%
24 | Cc1ccccc1CN1c2ccccc2-c2nc(SCC(N)=O)ncc2S1(=O)=O | 7%
25 | Cc1ncc(CO)c2c1Oc1nc(-c3ccc(F)cc3)nc(SCc3ccc(F)cc3Cl)c1C2 | 1%
26 | COc1ccc(-c2nc(SCC(=O)Nc3ccc4c(c3)OCO4)c(-c3ccc(OC)cc3)[nH]2)cc1 | 1%
27 | O=C(CN1C(=O)C2(SCC(=O)N2c2ccc(F)c(F)c2)c2ccccc21)Nc1cccc(Cl)c1 (stereo unspecified) | 0%
28 | Cc1cnc(NC(=O)CSC(=S)N2CCOCC2)s1 | 4%
29 | COc1ccc(C2CC(c3ccccc3)=NN2C(=O)CN2CCN(Cc3ccccc3)CC2)cc1 (stereo unspecified) | 2%
30 | O=C(Nc1cccc(Cl)c1)c1ccc2nc(Cc3ccccc3)oc2c1 | 13%
31 | CCc1nn2c(=O)c(S(=O)(=O)Nc3ccc(OC)c(Cl)c3)c(C)nc2s1 | -1%
32 | CCOc1ccc(S(=O)(=O)Nc2ccc3c(c2)c(C(C)=O)c(C)n3S(=O)(=O)c2ccc(OCC)cc2)cc1 | -7%
33 | Cn1c(=O)c2ccccc2n(CC(=O)NC2CCCC2)c1=O | 0%
34 | COc1cc(C(=O)Nc2ccccc2-c2nc(-c3ccc(C)cc3)no2)cc(OC)c1OC | -6%
35 | Cc1cccc(Nc2nc3c(S(=O)(=O)c4ccc(Br)cc4)nnn3c3ccsc23)c1C | -3%
36 | COc1ccc(CNC(=O)c2cc(Nc3ccc(C)cc3C)nc3ccccc23)cc1 | -1%
37 | COc1ccc(N2CC(C(=O)Nc3ccc4c(c3)OCCO4)CC2=O)cc1 (stereo unspecified) | 15%
38 | COC(=O)c1ccccc1NC(=O)CN1C(=O)COc2ccc(Cl)cc21 | 10%
39 | Cc1ccc(-n2c(=O)c3oc4ccccc4c3n(Cc3ccccc3)c2=O)cc1C | 0%
40 | COc1ccc(-n2c(=S)[nH]c3cc(C(=O)NCc4ccccc4OC)ccc3c2=O)c(OC)c1 | 8%
41 | COc1cccc(NC(=O)c2ccc(NC(=O)C(C)C)cc2)c1 | 9%
42 | Cc1nc(SCC(=O)Nc2ccc(Cl)cc2C(F)(F)F)[nH]c(=O)c1Cc1ccccc1 | -9%
43 | Cc1cccn2c(=O)c3cc(S(=O)(=O)c4ccccc4)c(=N)n(Cc4cccnc4)c3nc12 | -12%
44 | CCc1ccc(NC(=O)c2ccc(F)c(S(=O)(=O)N3CCN(c4cc(C)ccc4C)CC3)c2)cc1 | 2%
45 | COc1ccc(C(CNc2ccc(S(=O)(=O)N3CCN(C)CC3)cc2[N+](=O)[O-])N(C)C)cc1 (stereo unspecified) | 5%
46 | CCS(=O)(=O)N1CCCc2cc(C(=O)Nc3cccc(C(C)=O)c3)ccc21 | 1%
47 | Cc1ccc(CNC(=O)NC23CC4CC(CC(C4)C2)C3)cc1 | 1%
48 | CCc1cc(CNC(=O)CC2C(=O)NCCN2Cc2c(F)cccc2Cl)on1 (stereo unspecified) | -9%
49 | CS(=O)(=O)N(CC(=O)NCc1ccncc1)c1cc(Cl)ccc1Cl | 12%
50 | COc1ccc(NCc2cc3cc4c(cc3n(CC(=O)Nc3ccc(F)cc3)c2=O)OCCO4)cc1 | 1%
51 | CSc1ncc(Cl)c(C(=O)N(Cc2ccc(C(C)C)cc2)C2CCS(=O)(=O)C2)n1 (stereo unspecified) | 7%
52 | COc1cccc(/C=C2/SC(=S)N(CC(=O)Nc3nnc(C)s3)C2=O)c1 | 8%
53 | CN(CC(=O)Nc1ccccc1Cl)C(=O)c1ccccc1Sc1ccccc1C#N | 4%
54 | Cc1ccc2c(CN(C)Cc3ccc(Cl)cc3)cc(=O)oc2c1 | 13%
55 | CC(C)c1cnc2c(c1SCC(=O)Nc1cccc(F)c1)c(=O)n(C)c(=O)n2C | 22%
56 | CCOc1ccc(-c2cc(C(=O)NCCc3ccc(OC)c(OC)c3)[nH]n2)cc1 | 0%
57 | COc1ccc(CNC(=O)c2cnc3sc4cc(OC)ccc4n3c2=O)cc1 | 1%
58 | O=[N+]([O-])c1cc2c(c(CSc3nnnn3-c3ccc(O)cc3)c1)OCOC2 | 1%
59 | CN(C(=O)COC(=O)c1cc2ccccc2cc1O)c1c(N)n(Cc2ccccc2)c(=O)[nH]c1=O | -5%
60 | CCc1cccc(C)c1NC(=O)CCCN1C(=O)C(c2ccccc2)Oc2cccnc21 (stereo unspecified) | -8%

New compounds follow.
# | canonical_smiles | aSyn tox rescue
61 | CC(=O)N1CCc2cc(CNC(=O)c3ccccc3Br)ccc21 | 25%
62 | Cc1ccc(CSCC(=O)N2CCN(c3ccccc3F)CC2)cc1 | 7%
63 | Cc1ccc2c(c1)N(C(=O)CCC(=O)NC1CCCCCC1)CCO2 | 1%
64 | CN(C)c1ccc(NC(=O)C2(c3cccs3)CCOCC2)cc1 | 4%
65 | Cc1ccc(Cc2c(-c3ccc(Cl)cc3)nc3ccc(Br)cn23)cc1 | 5%
66 | O=C(O)c1c(CNCc2cccc(F)c2)c2ccccc2n1Cc1ccccc1 | 2%
67 | C#CCOC(=O)C[N+](C)(C)C/C=C/c1ccccc1 | -1%
68 | CSc1nc(C)nc2c1c(=O)n(C)c(=O)n2C | -7%
69 | Cc1ccc(C)c(NC(=O)CSc2nnc(NC(=O)Nc3ccccc3)s2)c1 | 5%
70 | CCC(C)n1c(SCC(=O)NC2CCS(=O)(=O)C2)nc2ccccc2c1=O (stereo unspecified) | -5%
71 | CC1(C)CC(NS(=O)(=O)c2ccc3ccccc3c2)CC(C)(C)N1 | 5%
72 | CSc1cccc(NC(=O)Cn2nc(C)c3sc4ccccc4c3c2=O)c1 | 5%
73 | CCOCCCNC(=O)N1CCN(S(=O)(=O)c2ccc3c(ccn3C)c2)CC1 | -12%
74 | Cc1cc(C)c(NC(=O)CSc2nncn3c2cc2oc(C)cc23)c(C)c1 | 11%
75 | CC(=O)N1CCCc2cc(S(=O)(=O)N3CCCC(C(=O)NCc4ccccc4Cl)C3)ccc21 (stereo unspecified) | -1%
76 | Cc1ccc2nc(-c3ccc(Cl)c(NC(=O)c4cccc([N+](=O)[O-])c4C)c3)oc2c1 | 1%
77 | CCn1c(CN2CCN(c3cccc(Cl)c3)CC2)nc2c1c(=O)[nH]c(=O)n2C | -15%
78 | CCN(CC)c1ccc(C(=O)Nn2cnc3ccccc3c2=O)cc1 | -39%[inhibitor]
79 | Cc1ccccc1N1CCN(C2=NC(=O)/C(=C/c3cn[nH]c3-c3ccccc3)S2)CC1 | -12%
80 | CCOC(=O)CNC(=O)N1CCN(c2nnc(C)c3c(C)n(-c4ccc(Cl)cc4)nc23)CC1 | -4%
81 | CS(=O)(=O)CC[C@@H](C(=O)NCCc1ccccc1)N1Cc2ccccc2C1=O | -6%
82 | CCN1CCN(c2nc(Nc3ccc(C)c(C)c3)nc(N)c2[N+](=O)[O-])CC1 | -5%
83 | CCCOc1ccc(C(=O)N(Cc2ccc(Cl)cc2)Cc2ccco2)cc1 | 0%
84 | COc1ccc2c(c1)c1c(c(=O)n(Cc3ccccc3)c(=O)n1Cc1cc(C)ccc1C)n2C | 7%
85 | CCOC(=O)Cn1c(=O)n(CC2CCCO2)c2nc(-c3ccc(OC)cc3OC)nc(C(N)=O)c21 (stereo unspecified) | 7%
86 | O=C(OCC1CCCO1)c1ccc2c(c1)N(Cc1ccccc1Cl)C(=O)c1ccccc1S2(=O)=O (stereo unspecified) | -4%
87 | CCCNC(=O)c1cc(S(=O)(=O)N2CCc3ccccc32)cn1C | 1%
88 | O=C(Cc1ccccc1)Nc1nnc(-c2ccco2)o1 | -2%
89 | Cc1cc(C)cc(N2C(=O)CSC23C(=O)N(CC(=O)NCCc2ccccc2)c2ccccc23)c1 (stereo unspecified) | 6%
90 | CC(C)Oc1ccc(C(CCN)C2CCCCC2)cc1 (stereo unspecified) | -7%
91 | Cc1ccc(-n2ncc3c(N4CCCCC4)ncnc32)cc1Cl | 5%
92 | CCOc1ccc(-n2ccnc2SCC(=O)Nc2nc3ccc(C)cc3s2)cc1 | 1%
93 | Cc1cc(C)nc(/N=C(\N)N(Cc2ccccc2)Cc2ccccc2)n1 | 3%
94 | CN(C)S(=O)(=O)c1ccc(C(=O)Nc2ccc(-n3nncc3-c3ccccc3)cc2)cc1 | -8%
95 | COc1ccc(CNC(=O)CCNS(=O)(=O)c2cccc3nsnc23)cc1 | 2%
96 | Cc1ccccc1CN1C(=O)C(O)(c2c[nH]c3ccccc23)c2cc(Cl)ccc21 (stereo unspecified) | -50%[inhibitor]
97 | COc1cc(NC(=O)c2nc3ccccc3nc2C)cc(OC)c1OC | 1%
98 | Cc1cc(C)n2c(Nc3ccc(Cl)cc3)c(-c3ccsc3)nc2n1 | -2%
99 | COC(=O)c1cn(C)c2ccc(S(=O)(=O)N(C)C3CCCCC3)cc2c1=O | 3%
100 | CC(CNC(=O)Cn1ncc2c3ccccc3n(Cc3cccc(Cl)c3)c2c1=O)c1ccccc1 (stereo unspecified) | -1%
101 | Cc1c(Cl)cccc1-n1c(CCC(=O)O)ccc1-c1cccs1 | -71%[inhibitor]
102 | Nc1cc(=O)[nH]c(SCC(=O)NC2CCCc3ccccc32)n1 (stereo unspecified) | -11%
103 | O=C(Cn1cnc2c(nnn2-c2ccccc2)c1=O)NCCc1ccccc1 | 6%
104 | CC(C)CNC(=S)NC(=O)c1csc([N+](=O)[O-])c1 | -15%
105 | CC(OC(=O)CCN=C1NS(=O)(=O)c2ccccc21)C(=O)N(C)C1CCCCC1 (stereo unspecified) | 16%
106 | O=C(Nc1sc2c(c1C(=O)Nc1cccc(Cl)c1)CCCC2)c1cccs1 | -28%
107 | COc1ccc(S(=O)(=O)N2CCOCC2)cc1NC(=O)COC(=O)c1ccc(C)s1 | -10%
108 | O=S(=O)(CCc1ccncc1)c1ccc(Cl)cc1 | -1%
109 | Cc1ccc(-c2nn(CCC(=O)Nc3ccc(Cl)c(Cl)c3)c(=O)c3ccccc23)cc1 | -20%
110 | Cc1cccc(NC(=O)Nc2ccc(Br)cc2)n1 | -5%
111 | Cc1nnc(SCc2nc3ccccc3s2)n1N | 4%
112 | Cn1c(=O)c2ccccc2n2c(CCC(=O)N3CCN(c4cccc(Cl)c4)CC3)nnc12 | 10%

Screening results (PubChem)
